High-throughput results deposited in PubChem by National Center for Advancing Translational Sciences (NCATS).
GLS inh: blocks human kidney-isoform glutaminase activity. GLS enzymatic activity, qHTS titration. Potency, µM (top dose mostly 45.5 µM), for the others: at the highest dose activity change, negative = inhibition, usual class: inhibitors. hit rate 0.21% among 410,000; also: potency is read from the fitted curve at half-maximal effect; % is scaled to controls: 0 for no effect and ±100 for the full control effect
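Two-point fluorescence kinetic (t0, 30 min RT) for hKGA; glutamate detected via glutamate oxidase–HRP–Amplex Red. Substrate: 1 mM L-glutamine solution; buffer 45 mM KH2PO4, pH 8.2.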
HP1b binding inh: HP1-beta chromodomain-methylated histone interaction inhibition. P83916. AlphaScreen HP1-beta / biotin-H3K9me3 peptide binding. Potency, µM (top dose mostly 114 µM), for inactives: at the top dose activity change, negative = inhibition, most hits filed as inhibitors. hit rate 0.56% among 390,000; also: potency is read from the fitted curve at half-maximal effect; nearly all actives have a fitted effect of over 70% in size; inactives centre near 23
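AlphaScreen: HP1-beta (50 nM) preformed 30 min with biotin-H3(1-18)K9me3 peptide (50 nM) in PBS pH 7.4, 0.01% Tween-20. Compound added for 30 min at RT, then streptavidin donor/nickel chelate acceptor beads (10 ug/mL) for 30 min.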
Pin1 inh: inhibitors of human Pin1; Pin1 FP peptide displacement, HiFluor488, 10 min; hit rate 0.009% among 390,000; AID 504891; Potency, µM (doses to about 115 µM), without a hit: at the highest dose activity, negative = inhibition, usual class: inhibitors; active = well fitted inhibition curve with a large enough effect in the polarisation, with a control signal flat, not every such curve was filed as active; inconclusive = small, poorly fitted or top-dose-only effect, or effect the other way, or a change in a side signal; inactive = no such curve, though single readings can be large or run the other way; the % refers to the polarisation; also: potency is read from the fitted curve at half-maximal effect; % is scaled to controls: 0 for no effect and ±100 for the full control effect
Target sequence (Q13526 whole entry, looked up): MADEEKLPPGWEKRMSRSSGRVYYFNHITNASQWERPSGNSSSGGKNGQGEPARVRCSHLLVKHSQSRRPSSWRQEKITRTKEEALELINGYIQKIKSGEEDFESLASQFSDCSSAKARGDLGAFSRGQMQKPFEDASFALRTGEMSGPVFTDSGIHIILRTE
Pol eta inh: inhibitors of human DNA polymerase eta; Potency, µM (titrated, usually from 114 µM), inactives show at the top dose activity change, negative = inhibition, most hits filed as inhibitors; Q9Y253; recombinant Pol eta, fluorescent DNA replication assay; AID 588591; hit rate 1.2% among 390,000; also: potency is read from the fitted curve at half-maximal effect; % is scaled to controls: 0 for no effect and ±100 for the full control effect
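Pol eta at 10 nM preincubated with compounds 15 min at room temperature; reaction started with fluorescent substrate (50 nM final) and read kinetically at 0 and 10 min.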
BAZ2B inh: blocks human BAZ2B; Q9UIF8; hit rate 4.4% among 360,000; Potency, µM (top dose mostly 114 µM), for inactives: top-dose activity change, negative = inhibition, usual class: inhibitors; AlphaScreen BAZ2B-H3K14Ac peptide displacement; AID 504333; also: potency is read from the fitted curve at half-maximal effect; % is scaled to controls: 0 for no effect and ±100 for the full control effect; nearly all actives have a fitted effect of over 60% in size
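In this displacement format the biotinylated H3(5-23) peptide acetylated at Lys14 serves as ligand at 50 nM, with BAZ2B at 50 nM in PBS pH 7.4 containing 0.01% Tween-20. Donor and acceptor beads are 10 ug/mL final.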
JMJD2A Tudor inh: blocks the human JMJD2A Tudor domain. AlphaScreen JMJD2A-Tudor / H3K4me3 peptide binding. Potency, µM (top dose mostly 114 µM), for inactives: at the top dose activity change, negative = inhibition, hits mostly inhibitors. hit rate 4.4% among 390,000. AID 504339; also: potency is read from the fitted curve at half-maximal effect; % is scaled to controls: 0 for no effect and ±100 for the full control effect; nearly all actives have a fitted effect of over 50% in size
G9a block: inhibitors of human histone lysine methyltransferase G9a; Potency, µM (series often up to 102 µM), without a hit: top-dose activity, negative = inhibition, usual class: inhibitors; hit rate 8.8% among 350,000; AID 504332; G9a H3K9 monomethylation, AlphaScreen, 2 h; also: potency is read from the fitted curve at half-maximal effect; % is scaled to controls: 0 for no effect and ±100 for the full control effect; nearly all actives have a fitted effect of over 75% in size
Target sequence (Q96KQ7 913-1193 limits assumed): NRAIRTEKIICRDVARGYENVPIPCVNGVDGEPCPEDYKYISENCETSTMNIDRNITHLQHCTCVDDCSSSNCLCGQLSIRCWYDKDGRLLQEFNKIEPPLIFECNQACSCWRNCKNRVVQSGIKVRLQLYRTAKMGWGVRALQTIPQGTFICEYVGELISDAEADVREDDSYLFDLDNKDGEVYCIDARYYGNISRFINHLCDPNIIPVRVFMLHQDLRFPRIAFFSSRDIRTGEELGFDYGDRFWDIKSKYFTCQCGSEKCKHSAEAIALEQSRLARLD
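Step 1: enzyme (final 20 nM) with compound, 15 min RT. Step 2: substrate peptide 500 nM and SAM 20 uM, 2 h RT. Step 3: anti-H3K9me1 antibody and AlphaScreen beads, 10 min, then plate read.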
PGK inhibitor: blocks T. brucei phosphoglycerate kinase | P07378 | PGK/GAPDH coupled, Kinase-Glo luminescence, 60 min | Potency, µM (top dose mostly 57.5 µM), inactives show at the highest dose activity change, negative = inhibition, most hits filed as inhibitors | hit rate 0.043% among 380,000; also: potency is read from the fitted curve at half-maximal effect; % is scaled to controls: 0 for no effect and ±100 for the full control effect; nearly all actives have a fitted effect of over 60% in size
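Luminescent ATP detection (Kinase-Glo Plus) follows a 60-minute room-temperature incubation, with wells lacking PGK as controls. Buffer: 100 mM TEA (pH 7.6), 5 mM MgCl2, 0.01% Tween-20. Coupling enzyme GAPDH (100 nM final) supplies unstable 1,3-BPG in-well.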
PI4K2A inh: PI4K2A (human) kinase inhibition; hit rate 0.13% among 420,000; purified PI4K2A, ADP-Glo luminescence, 1 h; stronger effect = lower value; activity change, negative = inhibition, % at 76.9 µM; in the data active = activity change below about -50%; inconclusive = mostly about -30% to -49%;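 also: -100% = wells without enzyme as full effect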
Target sequence (Q9BTU6 whole entry, looked up): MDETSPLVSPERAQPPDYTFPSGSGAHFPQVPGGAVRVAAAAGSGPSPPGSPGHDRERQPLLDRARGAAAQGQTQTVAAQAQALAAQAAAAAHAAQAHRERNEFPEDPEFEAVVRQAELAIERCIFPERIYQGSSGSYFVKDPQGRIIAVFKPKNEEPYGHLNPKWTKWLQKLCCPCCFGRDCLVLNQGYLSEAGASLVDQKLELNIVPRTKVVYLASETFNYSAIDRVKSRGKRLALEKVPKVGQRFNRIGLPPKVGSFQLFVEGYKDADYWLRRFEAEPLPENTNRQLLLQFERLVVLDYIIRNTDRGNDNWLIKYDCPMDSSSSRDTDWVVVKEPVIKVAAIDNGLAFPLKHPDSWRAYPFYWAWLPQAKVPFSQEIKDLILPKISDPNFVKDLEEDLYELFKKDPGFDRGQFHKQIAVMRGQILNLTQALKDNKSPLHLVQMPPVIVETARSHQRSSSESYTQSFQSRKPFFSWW
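In this quantitative HTS, ADP production by PI4K2A was quantified luminescently after 1 h at ambient temperature; 100 microM adenosine served as plate-quality control.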
An asterisk follows results filed as active; i = inactive; ? = inconclusive; nt = not tested or not shown; & = joins results of further samples; [ ] = dose if it differs, or a comment. Unless noted, calls follow the shape of the dose curve; as a rule, active = well fitted curve in the direction sought with a large enough effect; inconclusive = small, poorly fitted or top-dose-only effect, or another doubt; inactive = no such curve, though single readings can be large; an effect the other way counts as inactive or inconclusive. Only part of the results is shown, so the mix of outcomes need not match the whole.

Start of the listing, in advance (6 entries):
SMILES	GLS inh	HP1b binding inh	Pin1 inh	Pol eta inh	BAZ2B inh	JMJD2A Tudor inh	G9a block	PGK inhibitor	PI4K2A inh
O=c1c2cc3c(cc2nc2sc(Nc4ccccc4)nn12)OCO3	-4%	33%	5%	-8%	-2%	7%	3%[59 µM]	-4%	7
CCCn1c(N)c(N(CCOC)C(=O)c2ccc(N(C)S(=O)(=O)c3ccc(C)cc3)cc2)c(=O)[nH]c1=O	7%	5%	0%	-14%	?	-9%	1µM*	i	0
CCN(CC(=O)Nc1cc(Cl)ccc1C)C(=O)CN1C(=O)NC(CC)(c2ccccc2)C1=O (stereo not given)	-8%	18%	0%	-21%	5%	-11%	-28%	-4%	-4
O=C(COC(=O)/C=C/c1cccc(C(F)(F)F)c1)NCc1ccc(F)cc1	1%	38%	0%	-17%	7%	-3%	12%[59 µM]	i	-1
CC1CCCC(C)N1C(=O)c1cc(-c2ccc3c(c2)OCO3)on1 (stereo not given)	-7%	43%[activator]	4%	-18%	7%	7%	26%	-1%	4
O=C(CNS(=O)(=O)c1ccc(Br)s1)NC1CCCc2ccccc21 (stereo not given)	0%	35%	0%	-28%	2%	-2%	-23%	-8%	-1

This part in full, from the first entry:
SMILES	GLS inh	HP1b binding inh	Pin1 inh	Pol eta inh	BAZ2B inh	JMJD2A Tudor inh	G9a block	PGK inhibitor	PI4K2A inh
O=c1c2cc3c(cc2nc2sc(Nc4ccccc4)nn12)OCO3	-4%	33%	5%	-8%	-2%	7%	3%[59 µM]	-4%	7
CCCn1c(N)c(N(CCOC)C(=O)c2ccc(N(C)S(=O)(=O)c3ccc(C)cc3)cc2)c(=O)[nH]c1=O	7%	5%	0%	-14%	?	-9%	1µM*	i	0
CCN(CC(=O)Nc1cc(Cl)ccc1C)C(=O)CN1C(=O)NC(CC)(c2ccccc2)C1=O (stereo not given)	-8%	18%	0%	-21%	5%	-11%	-28%	-4%	-4
O=C(COC(=O)/C=C/c1cccc(C(F)(F)F)c1)NCc1ccc(F)cc1	1%	38%	0%	-17%	7%	-3%	12%[59 µM]	i	-1
CC1CCCC(C)N1C(=O)c1cc(-c2ccc3c(c2)OCO3)on1 (stereo not given)	-7%	43%[activator]	4%	-18%	7%	7%	26%	-1%	4
O=C(CNS(=O)(=O)c1ccc(Br)s1)NC1CCCc2ccccc21 (stereo not given)	0%	35%	0%	-28%	2%	-2%	-23%	-8%	-1
Cc1ccc(NC(=O)c2cc3ccccn3n2)cc1F	-19%	37%	1%	-17%	7%	-3%	5%[59 µM]	i	2
COc1ccccc1CNC(=O)CSc1cc(=O)n(C)c2ccccc12	0%&0%	9%&34%	-1%&1%	0%&-3%	8%	-17%&-5%	-1%[59 µM]	-2%&4%	1&0
O=C(Cc1ccc(Cl)c(Cl)c1)Nc1cccc2ncccc12	-9%	48%[activator]	7%	-10%	nt	-6%	?	i	1
O=C(Nc1ccc2c(c1)CCC2)c1cc2ccccc2o1	3%	64%[activator]	6%	-4%	18%	31%	-2%[12.7 µM]	1%	0
O=C(N/N=C/C(Br)=C/c1ccccc1)C(O)c1ccccc1 (stereo not given)	-2%	18%	0%	-17%	-22%	-13%	4%	2%	3
CC(=O)c1ccc(N2CCN(S(=O)(=O)c3cc(-c4cc(C)no4)ccc3C(C)C)CC2)cc1	-6%	32%[activator]	0%	-7%	-4%	-23%	-7%[59 µM]	-5%	4
COCCCNC(=O)CC1C[C@H](C(=O)N2CCCCC2)[C@@]2(CCc3ccccc3)c3[nH]c4ccccc4c3CCN2C1=O (stereo not given in full)	-3%	10%	-6%	-8%	nt	-29%	nt	i	4
CN(C)c1cc[n+](CC(=O)Nc2c(Cl)cc(Cl)cc2Cl)cc1	-7%	40%[activator]	-1%	-13%	-15%	7%	?	i	-1
COc1cnc(SCc2ccc(Cl)c(Cl)c2)nc1Cl	-1%	296%[activator]	15%	-10%	237%[activator]	269%[activator]	468%	-4%	1
O=C(CSc1nccn1Cc1ccc(F)cc1)NCc1ccccc1	-4%	22%[57 µM]	9%	-14%	-22%	-8%	-4%[59 µM]	i	-4
CCCCN(C(=O)C1CC(=O)N(CCc2ccc(OC)c(OC)c2)C1)c1c(N)n(CC(C)C)c(=O)[nH]c1=O (stereo not given)	2%	30%	4%	-15%	nt	-3%	nt	1%	-3
S=C(NCC1CCCO1)N1CCN(c2ccc(Cl)c(Cl)c2)CC1 (stereo not given)	-1%	10%	1%	-13%	-38%	-16%[57.1 µM]	-39%	i	3
O=C(N[C@@H](Cc1ccccc1)C(=O)O)c1cccs1	14%	24%[57 µM]	3%	-12%	?	-4%	-72%	4%	1
Cn1c(SCC(=O)Nc2cccc(S(=O)(=O)NC3=NCCCCC3)c2)nnc1-c1ccncc1	?	31%[activator]	-7%	-4%	0%	-16%	-7%	i	-2
N=c1c2c3c(sc2ncn1Cc1ccco1)CCCCC3	-1%	5%	-1%	-21%	12%	-16%	21%[59 µM]	11%	-2
COc1ccc(-c2nnn(CC(=O)NC(=O)NC3CCCCC3)n2)cc1OC	-6%	37%	-4%	-18%	4%	-9%	9%[2.33 µM]	-6%	-2
COc1cc(OC)cc(C(=O)NNC(=O)CCC(=O)c2cccs2)c1	-1%	23%	2%	-5%	-16%	0%	-6%	8%	1
COc1cccc(/C=C2\SC(=O)N(CCC(=O)NCCCn3ccnc3)C2=O)c1	-1%	18%	-1%	-1%	-38%	-32%	-19%[59 µM]	i	2
CC[C@@]1(C(=O)OC)N[C@H](CN(C)C(=O)Nc2ccc(OC)cc2)[C@@H]2C(=O)N(C)C(=O)[C@@H]21	23%	13%	-5%	-4%	nt	-19%	nt	0%	-3
C=CC[N+](C)(C)C/C(Cl)=C(\Cl)c1ccccc1	3%	19%	-1%	-15%	6%	-2%	?	1%	-3
COc1ccc(S(=O)(=O)NCc2ccc(C(=O)NCCCN3CCCC(C)C3)cc2)cc1 (stereo not given)	-3%	37%	-2%	-14%	1%	-13%	5%	-1%	2
CN(CC(=O)Nc1ccc(Cl)c(C(F)(F)F)c1)C(=O)CCC(=O)c1ccccc1	-1%	45%[activator]	-2%	-31%	-5%	-19%	8%[59 µM]	-2%	3
O=C(Nc1cc(S(=O)(=O)N2CCOCC2)ccc1N1CCOCC1)c1cccs1	10%	-21%	1%	-10%	0%	89µM*	14%[2.33 µM]	i	5
Cc1ccc(C(=O)O/N=C2\CCS(=O)(=O)c3sccc32)cc1	11%	14%	-5%	0%	0%	-11%	-2%[59 µM]	1%	-4
CC1OC(Nc2cccc3ccccc23)C(O)C(O)C1O (stereo not given)	-18%	0%	-5%	-3%	-3%	-25%	?	nt	-1
CC12CCC(=O)N1C(C(=O)NNC(=O)c1ccccc1F)CS2 (stereo not given)	-4%	18%	0%	-13%	0%	-7%	-9%[12.7 µM]	-3%	1
O=C(COC(=O)/C=C/c1ccc(Cl)cc1)NCCC1=CCCCC1	11%	10%	-12%	-16%	20%	-5%	?	i	0
O=C(NC(=S)Nc1ccccc1Br)c1ccco1	-2%	10%	11%	11%	3%	-13%	45µM*	-23%	2
CCn1c2c(c(C)cc1=O)C(=O)CC(C)(C)C2	6%	38%	-2%	-8%	8%	5%	10%[59 µM]	14%	8
CC(=O)CSc1nnc2cc(C)c3cc(C)cc(C)c3n12	3%	21%	-1%	-10%	?	-28%	?	10%	0
CC(=O)c1cccc(NC(=O)CN(C2CCCCC2)S(C)(=O)=O)c1	-14%	26%	-4%	-8%	-4%	10%[57.1 µM]	-41%[12.7 µM]	i	2
COc1cccc(CNC(=O)c2cccnc2Sc2ccccc2)c1	-1%	35%	-2%	-23%	-18%	-13%	86%[activator]	-8%	-9
CC(C(=O)O)N1C(=O)/C(=C/c2cccn2C)SC1=S (stereo not given)	9%	?	?	-13%	-27%	-7%	?	i	-12
Cc1cccc(OCC(=O)NCC(=O)N=Nc2c(O)[nH]c3ccc([N+](=O)[O-])cc23)c1	3%	18%	?	?	?	-23%	?	6%	7
CCc1ccc(S(=O)(=O)c2cn(C)c3cc(N4CCCCC4C)c(F)cc3c2=O)cc1 (stereo not given)	5%	42%[activator]	2%	-13%	-2%	-2%	-31%[59 µM]	9%	0
COc1ccc(NS(=O)(=O)c2ccc(O)c(NS(=O)(=O)c3ccc(NC(C)=O)cc3)c2)cc1	2%	42%[activator]	3%	-9%	nt	-9%	nt	3%	1
CC1=CC(c2ccc(Cl)cc2)n2nc(NC(=O)c3ccccc3)nc2N1 (stereo not given)	-18%	54%[activator]	1%	-2%	56µM*	-30%	14µM*	3%	3

Record cards, as listed above:
`O=C(Nc1cc(S(=O)(=O)N2CCOCC2)ccc1N1CCOCC1)c1cccs1` across the screens: GLS inh = 10%; HP1b binding inh = -21%; Pin1 inh = 1%; Pol eta inh = -10%; BAZ2B inh = 0%; JMJD2A Tudor inh = 89µM*; G9a block = 14%[2.33 µM]; PGK inhibitor = i; PI4K2A inh = 5
`CC(=O)c1cccc(NC(=O)CN(C2CCCCC2)S(C)(=O)=O)c1` across the screens: GLS inh = -14%; HP1b binding inh = 26%; Pin1 inh = -4%; Pol eta inh = -8%; BAZ2B inh = -4%; JMJD2A Tudor inh = 10%[57.1 µM]; G9a block = -41%[12.7 µM]; PGK inhibitor = i; PI4K2A inh = 2
